Assay outcomes from PubChem.
LDHA inh: qHTS assay for inhibitors of human lactate dehydrogenase; purified LDHA, NADH/diaphorase-resazurin fluorescence; hits give low values; activity change, % (values are at about 110 or 230 µM); 0.15% of 480,000 active; AID 1347041, 2019; in the data active = activity change below about -30%; inconclusive = mostly about -25% to -30%;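 also: plate controls were DMSO wells for no effect and wells without enzyme for full effect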
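Human LDH5 at 2 nM final in Tris HCl pH 7.4 with 0.06 mM NADH and 0.2 mM pyruvate, reacted 5 minutes at room temperature. Remaining NADH coupled via diaphorase/resazurin; resorufin fluorescence read at 0 and 20 minutes, normalized to enzyme-free and DMSO wells.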
PI4K2A inh: qHTS for small molecular inhibitors of PI4K2A. Phosphatidylinositol 4-kinase type 2-alpha (Homo sapiens), Q9BTU6. purified PI4K2A, ADP-Glo luminescence, 1 h; hits give low values. activity change, negative = inhibition, % at 76.9 µM. 0.13% of 420,000 active. AID 1346378, 2018; in the data active = activity change below about -50%; inconclusive = mostly about -30% to -49%;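 also: -100% = wells without enzyme as full effect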
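ADP-Glo luminescence measured ADP generated by PI4K2A enzyme (4 ug/mL before mixing) with 1.2 mM PI substrate (pre-mix) and 300 microM ATP (pre-mix). Tris pH7.5 buffer with MgCl2, Triton X-100; 1 h reaction at ambient temperature.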
Vif-A3F inh: qHTS for Inhibitors of Vif-A3F Interactions: qHTS; HeLa A3F-eYFP + Vif (tagged APOBEC3F with the HIV-1 protein that degrades it), YFP fluorescence increase; Potency, µM (series often up to 46.1 µM), for inactives: at the top dose activity, negative = active; 0.2% of 390,000 active; AID 602313, 2012; also: potency is read from the fitted curve at half-maximal effect; % of control where 0% means no effect; nearly all actives have a fitted effect of over 65% in size
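Fluorescence increase (Ex 488/Em 500-530) after overnight compound treatment at 37 deg C flags inhibition of Vif-driven A3F-eYFP loss in stable HeLa A3F-eYFP/Vif cells seeded overnight beforehand.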
Glioma ERSR ind: qHTS for Inducers of the Endoplasmic Reticulum Stress Response (ERSR) in Human Glioma: qHTS; U87-MG GRP78 promoter luciferase reporter, 16 h; Potency, µM, for inactives: at the top dose activation, most hits filed as activators; 0.02% of 420,000 active; also: potency is read from the fitted curve at half-maximal effect; series mostly up to about 76 µM; % of control where 0% means no effect; nearly all actives have a fitted effect of over 35% in size
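ERSR induction read as luciferase luminescence (Bright-Glo, 10 min at room temperature) in stably transfected human U87-MG glioma cells exposed to compounds for 16 h, using GRP78 as sensor.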
IDH1 R132H inh: qHTS for Inhibitors of mutant isocitrate dehydrogenase 1 (IDH1): qHTS; Isocitrate dehydrogenase [NADP] cytoplasmic (Homo sapiens), O75874; 0.093% of 390,000 active; AID 602179, 2012; Potency, µM (top dose mostly 76.6 µM), for inactives: at the highest dose activity change, negative = inhibition, hits mostly inhibitors; IDH1-R132H enzyme, NADPH consumption, diaphorase/resazurin fluorescence; also: potency is read from the fitted curve at half-maximal effect; % is scaled to controls: 0 for no effect and ±100 for the full control effect; nearly all actives have a fitted effect of over 65% in size
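IDH1-R132H (0.5 ug/mL) preincubated 30 min with compound, then NADPH (0.016 mM) and alpha-KG (2 mM) added; 80 min at RT, pH 7.5. Remaining NADPH coupled via diaphorase/resazurin to fluorescence (540/590 nm); concentration-response curves normalized to no-enzyme control.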
RXFP1 ag: qHTS Assay for Agonists of the Relaxin Receptor RXFP1; Potency, µM (highest dose often 57.5 µM), without a hit: at the highest dose activation, usual class: activators; HEK293T-RXFP1 cAMP TR-FRET, 30 min; response scale: percent of porcine relaxin response, buffer zero; 0.3% of 370,000 active; Relaxin receptor 1 (Homo sapiens), Q9HBX9; also: potency is read from the fitted curve at half-maximal effect; % is scaled to controls: 0 for no effect and ±100 for the full control effect; nearly all actives have a fitted effect of over 60% in size; many of its hits are not listed in these tables
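HEK293T cells stably expressing RXFP1 were pretreated with the PDE4 inhibitor Ro 20174, exposed to compounds for 30 min at 37C, lysed, and cAMP was read by TR-FRET. Data normalized to buffer (basal) and 29 nM porcine relaxin (100%).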
USP1 inh: Inhibitors of USP1/UAF1: Primary Screen. Ubiquitin carboxyl-terminal hydrolase 1 (Homo sapiens), O94782. recombinant USP1/UAF1, Ub-Rhodamine cleavage fluorescence. Potency, µM (doses to about 57.1 µM), inactives show top-dose activity change, negative = inhibition, hits mostly inhibitors. 0.23% of 390,000 active. AID 743255, 2014; also: potency is read from the fitted curve at half-maximal effect; % is scaled to controls: 0 for no effect and ±100 for the full control effect; nearly all actives have a fitted effect of over 60% in size; inactives centre near -12
Target sequence (O94782 whole entry, looked up): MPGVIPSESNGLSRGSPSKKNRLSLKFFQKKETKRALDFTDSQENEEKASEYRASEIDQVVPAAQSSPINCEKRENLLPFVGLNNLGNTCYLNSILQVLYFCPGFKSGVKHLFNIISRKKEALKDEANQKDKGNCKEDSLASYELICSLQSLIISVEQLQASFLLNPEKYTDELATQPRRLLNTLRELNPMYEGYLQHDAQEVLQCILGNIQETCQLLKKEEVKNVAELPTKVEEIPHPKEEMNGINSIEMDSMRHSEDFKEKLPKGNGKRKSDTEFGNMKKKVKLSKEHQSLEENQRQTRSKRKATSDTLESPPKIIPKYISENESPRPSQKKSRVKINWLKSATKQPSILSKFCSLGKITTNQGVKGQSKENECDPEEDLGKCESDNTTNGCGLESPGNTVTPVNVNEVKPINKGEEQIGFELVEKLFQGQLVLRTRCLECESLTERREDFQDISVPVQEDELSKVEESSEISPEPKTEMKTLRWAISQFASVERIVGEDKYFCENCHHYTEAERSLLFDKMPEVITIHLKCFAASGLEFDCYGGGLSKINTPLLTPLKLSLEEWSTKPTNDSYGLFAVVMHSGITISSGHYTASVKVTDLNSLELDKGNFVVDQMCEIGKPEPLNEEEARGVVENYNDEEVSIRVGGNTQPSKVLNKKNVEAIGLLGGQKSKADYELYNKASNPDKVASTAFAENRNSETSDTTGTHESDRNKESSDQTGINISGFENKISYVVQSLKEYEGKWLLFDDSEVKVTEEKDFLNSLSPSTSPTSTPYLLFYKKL
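Step one: compound is pinned into 1nM USP1/UAF1 in HEPES pH 7.8 buffer with TCEP. Step two: 15 min room-temperature incubation. Step three: Ub-Rho (150nM final) starts cleavage, tracked by fluorescence over six one-minute reads.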
Vif-A3G inh: qHTS for Inhibitors of Vif-A3G Interactions: qHTS | HeLa A3G-eYFP + Vif (tagged APOBEC3G with the HIV-1 protein that degrades it), YFP fluorescence, overnight | Potency, µM (highest dose often 46.1 µM), without a hit: at the highest dose activity, negative = active, actives largely listed as inhibitors | 0.076% of 410,000 active | AID 602310, 2012;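 also: potency is read from the fitted curve at half-maximal effect; % is scaled to controls: 0 for no effect and ±100 for the full control effect; nearly all actives have a fitted effect of over 60% in size; hits raise eYFP signal because A3G escapes Vif-driven loss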
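HeLa cells stably expressing Vif and C-terminally eYFP-tagged A3G, seeded overnight at 37 deg C, then exposed to compound by pintool overnight at 37 deg C. Rise in yellow fluorescence (Ex 488/Em 500-530, Acumen) marks blocked Vif-driven A3G degradation.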
TrxR1 substrate: qHTS Assay for Substrates of Mammalian Selenoprotein Thioredoxin Reductase 1 (TrxR1): qHTS | Thioredoxin reductase 1, cytoplasmic (Rattus norvegicus), O89049 | purified TrxR1 substrate turnover, NADPH consumption readout | Potency, µM (titrated, usually from 114 µM), without a hit: at the highest dose activity change, negative = substrate turnover | 0.01% of 390,000 active; also: potency is read from the fitted curve at half-maximal effect; % is scaled to controls: 0 for no effect and ±100 for the full control effect; nearly all actives have a fitted effect of over 50% in size
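Rat TrxR1, dispensed at 90 nM, was prereduced with 400 uM NADPH (final) for 5 min at ~22 deg C, then incubated with compound 15 min before 400 uM selenite. A first-read NADPH fluorescence drop versus no-compound background flagged substrates.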
The depositor's hits bear a star; ? = inconclusive; · = no result given; & = joins results of further samples; [ ] = another dose, or the depositor's remark. Unless noted, calls follow the shape of the dose curve; as a rule, active = well fitted curve in the direction sought with a large enough effect; inconclusive = small, poorly fitted or top-dose-only effect, or another doubt; inactive = no such curve, though single readings can be large; an effect the other way counts as inactive or inconclusive.

SMILES | LDHA inh | PI4K2A inh | Vif-A3F inh | Glioma ERSR ind | IDH1 R132H inh | RXFP1 ag | USP1 inh | Vif-A3G inh | TrxR1 substrate
C=CCn1c(O)c(C=NCCN(C)C)c(=O)[nH]c1=O | -5 | -2 | 0% | 5% | -1% | -2.2% | -1% | -4% | -9%
COC(=O)C1=C(c2cccc(C#N)c2)C[C@@H]2CC[C@H]1N2C(=O)NCCc1ccccc1 | -1 | -1 | -1% | -4% | -11% | 0.2% | -24% | 1% | 7%[57.1 µM]
COc1cc(C2Nc3c(C)cc(C)cc3-c3cc(C)nn32)cc(OC)c1O (configuration not stated) | 6&15 | -1 | -8% | -5% | 14% | 1.1% | -20% | -23% | 21%
CCOC(=O)CNC(=O)N1Cc2ccc(Br)cc2-n2nncc2C1 | -1 | -2 | · | -2% | · | · | · | -4% | ·
COc1ccc2[nH]cc(C(=O)CN(C)C)c2c1 | -2 | -2 | -2% | 0% | -10% | · | -10% | -3% | -3%
O=C(O)COc1ccccc1 | -5 | 0&3 | 3% | 0%&-1% | -8% | -0.8% | -23% | 1% | 11%
COC(=O)[C@@H]1[C@@H](C(=O)OC)C2(c3ccccc3-c3ccccc32)N(c2ccc(Cl)cc2)N1C#N | -7 | 22 | -2% | -18% | -18% | -0.5% | -14% | -28% | -3%
O=c1c2ccccc2nc(/C=C/c2cccnc2)n1Cc1ccccc1 | -13 | -10 | 8% | -2% | 41µM* | -0.5% | -11% | 2% | 5%
Cc1ccc(C2=NCC(=O)Nc3ccc(Br)cc32)cc1 | 2 | 0 | 3% | -9% | 14% | -2.0% | -15% | -5% | -7%
CCn1c(=O)cc(SCC(=O)N2CCC3(CC2)OCCO3)c2ccccc21 | -3 | 1 | 0% | -3% | 11% | 10% | 2% | 0% | 13%
CNc1cc(Cl)c2nonc2c1[N+](=O)[O-] | 18 | -23 | 6% | -15% | -9% | 9.7% | -22% | -8% | -2%[57.1 µM]
CC1(C)CC2(CCO1)NCCN1C(=O)CSC12 (configuration not stated) | -3 | 3 | -15% | -3% | -2% | -0.1% | 8% | 0% | 13%[57.1 µM]
CC(C)c1ccc(N=Nc2c(O)[nH]c(=O)[nH]c2=O)cc1 | 1 | -5 | -9% | 0% | 3% | -1.4% | -17% | 1% | 8%
Cc1ccccc1-c1ccc2c(c1)C1c3c(-c4ccccc4)nnn3-c3ccccc3C(=O)N1CC2 (configuration not stated) | 3 | 4 | · | -2% | · | · | · | -6% | ·
Nc1c(C(=O)Nc2cccc(Br)c2)sc2nc3c(cc12)N1CCC3CC1 | 0 | -14 | -2% | 5% | 9% | 28% | -31% | -3% | 47%[activator]
Cc1ccc2c(c1)CC1(CN2C)C(=O)NC(=O)N(c2cc(C)ccc2C)C1=O (configuration not stated) | 4 | -2 | -5% | -4% | 8% | 0.4% | -23% | -2% | -5%
COc1ccc2c(c1)c(C(=O)O)c(C)n2C(C)C | -2 | 11 | 0% | -4% | 2% | 0.4% | -2% | 1% | 6%[57.1 µM]
COC(=O)C1=C(c2cc3ccccc3s2)C[C@@H]2CC[C@H]1N2C(=O)NCCS(C)=O (some centres not stated) | -1 | -1 | 0% | -4% | -1% | · | -15% | 2% | 10%[57.1 µM]
CNC(=O)Oc1c(C)[nH]ccc1=O | 1 | -2 | -4% | 4% | -6% | · | -7% | -1% | ·
O=C(N/N=C/c1c(O)n(CCc2ccc(F)cc2)c(=O)[nH]c1=O)c1ccccc1 | -1 | 2 | -21% | 4% | -7% | 5.7% | -16% | 0% | -16%
Cc1ccc(NP(=O)(Oc2ccccc2)Oc2ccccc2)cc1 | 1 | -2 | -18% | -2% | 0% | · | -5% | -10% | -13%
CC(=O)CC(c1ccc2c(c1)OCO2)c1c(O)c2ccccc2oc1=O (configuration not stated) | 2 | -6 | -2% | -3% | 4% | · | -16% | -1% | ·
COC(=O)C1=C(c2ccc(F)cc2OCc2ccccc2)C[C@@H]2CC[C@H]1N2C(=O)NCc1ccc([N+](=O)[O-])cc1 | -5 | -2 | -7% | -1% | 13% | 2.6% | -24% | -5% | 0%
CS(=O)(=O)c1ccc(C(=O)N2CCC(C(=O)O)(c3ccccc3)CC2)cc1 | -8 | 0 | -1% | -2% | -6% | 2.5% | -4% | 0% | -3%

Record cards (already shown):
Cc1ccccc1-c1ccc2c(c1)C1c3c(-c4ccccc4)nnn3-c3ccccc3C(=O)N1CC2 (configuration not stated) is entered as LDHA inh: 3; PI4K2A inh: 4; Vif-A3F inh: ·; Glioma ERSR ind: -2%; IDH1 R132H inh: ·; RXFP1 ag: ·; USP1 inh: ·; Vif-A3G inh: -6%; TrxR1 substrate: ·
CC1(C)CC2(CCO1)NCCN1C(=O)CSC12 (configuration not stated) is entered as LDHA inh: -3; PI4K2A inh: 3; Vif-A3F inh: -15%; Glioma ERSR ind: -3%; IDH1 R132H inh: -2%; RXFP1 ag: -0.1%; USP1 inh: 8%; Vif-A3G inh: 0%; TrxR1 substrate: 13%[57.1 µM]

The listing continues.
SMILES | LDHA inh | PI4K2A inh | Vif-A3F inh | Glioma ERSR ind | IDH1 R132H inh | RXFP1 ag | USP1 inh | Vif-A3G inh | TrxR1 substrate
CN(C)P(=O)(N(C)C)N1CC1 | 0 | 4 | -1% | -4% | -1% | · | -10% | 3% | -6%[2.29 µM]
COc1cccc(-n2c(C)nc3ccccc3c2=O)c1 | 1 | 0 | -4% | -3% | -3% | 3.3% | 4% | -4% | 4%
O=c1c2ccccc2nc(/C=C/c2ccccc2)n1-c1ccc(O)cc1 | -20 | 0 | 0% | -6% | 2% | 0.8% | -17% | 2% | 2%[2.29 µM]
CCC(=O)Nc1ccc(N2CCN(CC)CC2)c(Cl)c1 | 1 | 4 | -25% | -3% | 1% | 0.0% | -11% | 2% | -10%
CC(=O)NCC1=C(c2ccc3ccccc3c2)C[C@@H]2CC[C@H]1N2Cc1ccco1 | -5 | 2 | -4% | -1% | -2% | · | -14% | 3% | ·
O=C(C1CC(c2ccccc2O)=NO1)N1CCC2(CC1)OCCO2 (configuration not stated) | 11 | -6 | 0% | -2% | 3% | 0.6% | -14% | 0% | 25%
O=P(Oc1ccc(Cl)cc1)(N1CC1)N1CC1 | -3 | -1 | -1% | -7% | 5% | · | -9% | 0% | 10%[57.1 µM]
O=c1[nH]c(=O)n(C2CCCCCC2)c(O)c1C=NCC1CCCO1 (configuration not stated) | -1 | 6 | -16% | 5% | 8% | 0.6% | -21% | -1% | 0%[57.1 µM]
NP(=O)(OCC(F)(F)F)Oc1cccc2ccccc12 (configuration not stated) | 5 | -5 | -4% | 1% | 0% | 0.7% | -21% | 3% | 5%
CC(=O)N1CCN(CC(=O)Nc2ccc(C#N)c(Cl)c2)CC1 | -6 | -6 | -6% | -2% | -10% | 3.8% | -27% | 2% | -9%
CCCCCCn1c(=O)c(C(=O)Nc2cccc(C)n2)c(O)c2ccccc21 | -13 | 1 | 9% | -3% | -1% | -0.9% | -8% | 3% | -10%
CN1C(=O)C(=Cc2ccccc2OCCOc2ccc([N+](=O)[O-])cc2)C(=O)N(C)C1=O | -19 | -8 | -3% | 1% | 17% | 2.2% | ? | -14% | -5%
CCCC(C)(COC(N)=O)COC(=O)NC(C)C (configuration not stated) | -5 | 0&6&-1 | 1% | -4%&-3%&-4%&-3% | 9% | 4.4% | -23% | 1% | 4%[57.1 µM]
CCOC(=O)C1=C(N)Oc2cc(C)oc(=O)c2C12C(=O)N1c3c(cccc32)C(C)CC1(C)C (configuration not stated) | 3 | 1 | -11% | -1% | 14% | 0.2% | -7% | 1% | -1%
O=C1NC(=O)C(Sc2ccccc2[N+](=O)[O-])C(=O)N1 | 17 | ? | -7% | -1% | -2% | -1.8% | ? | -1% | -18%
CCOP(=O)(OCC)C(O)c1ccc(OC)cc1OC (configuration not stated) | -2 | -3 | -2% | -5% | 2% | 0.8% | -13% | 0% | -9%
Cc1ccc(N)c(N)c1 | 0 | 0 | -9% | -5%&3% | -6% | -1.5% | ? | -7% | 11%
COC(=O)CSC1=NP(=S)(SCC(=O)OC)N2CCCC2=C1C#N (configuration not stated) | -4 | 4 | -8% | -7% | 8% | 0.0% | -15% | 5% | -10%
CC[N+]12CCC(CC1)C(C(O)(c1ccccc1)c1ccccc1)C2 (configuration not stated) | -8 | -3 | 3% | -4% | -11% | -1.9% | -11% | -1% | -5%
CN1C(=O)NC(=O)/C(=C/c2ccc([N+](=O)[O-])o2)C1=O | 19 | ? | -20% | -5% | 21% | -1.3% | -26% | -6% | -1%[57.1 µM]
O=C1NCN(c2ccccc2)C12CCN(C(c1ccnc3ccccc13)c1nnnn1-c1ccc3c(c1)OCCO3)CC2 (configuration not stated) | -11 | -2 | · | -3% | · | · | · | -11% | ·

The list is partial; count on the stated rates, not on these rows.
